Bioassay records from PubChem.
Lung fibro prol: antiproliferative effect on LL 47 fibroblasts – human, LL 47 cells, CellTiter-Glo luminescence, primary screen; 85,000 tested, 1.1% active; viability, % at 10 µM; LL 47 human lung fibroblast viability, ATP luminescence; hits give low values; AID 719, 2007;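 active = viability at or below 50% in the single dose screen; inactive = viability above 50%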;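 also: compound exposure lasted 72 h before the ATP readout; 100% = median luminescence of untreated cell-only wells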
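Material: human lung fibroblast line LL 47, low passage; Evaluation: viability percentage against median untreated-cell control; Buffer or medium: 15% FBS in IMEM; Incubation: 72 h compound exposure at 37 °C after overnight plating; Dosing: 0.1% DMSO in all compound wells; Measured by: CellTiter-Glo luminescence.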
S1P2 antag: human S1P2 receptor antagonists, primary screen, cell-based | Sphingosine 1-phosphate receptor 2 (Homo sapiens), O95136 | cell-based S1P2 antagonist assay, inhibition at 5 uM | 97,000 tested, 0.21% active | inhibition, % at 5 µM; in the data active = inhibition above about 45%;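 also: CRE beta-lactamase reporter cells expressing human S1P2 stimulated with S1P; 0% = agonist at EC80 alone and 100% = agonist plus reference antagonist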
Target sequence (O95136 whole entry, looked up): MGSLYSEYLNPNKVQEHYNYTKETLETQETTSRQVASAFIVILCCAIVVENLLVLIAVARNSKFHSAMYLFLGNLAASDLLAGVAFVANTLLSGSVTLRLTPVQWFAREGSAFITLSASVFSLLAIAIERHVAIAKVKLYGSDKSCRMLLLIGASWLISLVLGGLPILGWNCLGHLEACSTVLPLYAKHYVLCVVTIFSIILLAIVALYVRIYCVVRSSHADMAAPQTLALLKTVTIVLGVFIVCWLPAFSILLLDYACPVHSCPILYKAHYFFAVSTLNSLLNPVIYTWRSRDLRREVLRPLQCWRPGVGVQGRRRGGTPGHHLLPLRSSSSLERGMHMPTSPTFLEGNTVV
hDAT+cocaine: changed hDAT dopamine uptake under cocaine IC80, either direction, primary screen, cocaine antagonist project, cell-based, LLC-PK1 hDAT, [14C]-dopamine uptake, MLSMR; AID 449768, 2010; 110,000 tested, 1.3% active; Sodium-dependent dopamine transporter (Homo sapiens), Q01959; B-score at 10 µM; LLC-PK1 hDAT cells, [14C]-dopamine uptake with cocaine IC80; actives deviate in either direction;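 active = Z score or B-score, a plate-position-corrected score, falls beyond the plate's 99.7% confidence bounds, in either direction; inactive = both scores lie inside the 99.7% bounds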;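 also: scored against the spread of the other compound wells on the same plate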
Target sequence (Q01959 whole entry, looked up): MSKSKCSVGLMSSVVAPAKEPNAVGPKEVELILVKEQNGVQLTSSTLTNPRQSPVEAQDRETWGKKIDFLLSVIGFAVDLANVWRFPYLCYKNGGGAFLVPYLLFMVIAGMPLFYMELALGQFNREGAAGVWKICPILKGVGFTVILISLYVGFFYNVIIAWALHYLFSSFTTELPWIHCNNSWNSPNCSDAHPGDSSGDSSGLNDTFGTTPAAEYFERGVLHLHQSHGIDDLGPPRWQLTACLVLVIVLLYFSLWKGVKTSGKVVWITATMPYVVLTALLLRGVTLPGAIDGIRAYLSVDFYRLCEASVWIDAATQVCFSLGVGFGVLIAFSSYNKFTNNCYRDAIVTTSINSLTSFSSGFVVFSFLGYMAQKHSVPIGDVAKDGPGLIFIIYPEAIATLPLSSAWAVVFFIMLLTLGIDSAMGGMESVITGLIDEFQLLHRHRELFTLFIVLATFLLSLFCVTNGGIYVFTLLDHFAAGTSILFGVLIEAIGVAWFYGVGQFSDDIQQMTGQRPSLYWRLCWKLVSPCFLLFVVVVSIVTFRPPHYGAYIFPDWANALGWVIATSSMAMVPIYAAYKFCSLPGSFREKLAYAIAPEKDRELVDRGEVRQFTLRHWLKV
PostGolgi ctrl: growth inhibition of yeast control strain, primary screen, counter-screen for post-Golgi transport modulator project; 98,000 tested, 5% active; efflux-deficient yeast background strain, growth absorbance A615, 16 h; inhibition, % at 10 µM
E coli WT exp: growth inhibitors of wild-type E. coli, primary screen, strain BW25113, expanded library, OD600. OD600 absorbance. growth inhibition, % at 100 µM. 98,000 tested, 0.15% active;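 active = growth inhibition above about 50% at one test dose, limit read from the data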;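 also: growth measured after 20 h incubation at 37 °C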
H69AR growth 86K: proliferation blockers of H69AR lung cancer cells, primary screen, cell-based, human, 86K library | H69AR lung tumor viability, ATP luminescence, 72 h; hits give low values | viability, % at 10 µM | 85,000 tested, 6% active;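 active = viability at or below 40%; inactive = viability above 40%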;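 also: multidrug resistant small cell line overexpressing MRP-1 efflux transporter; 100% = mean luminescence of untreated control wells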
S1P2 ag: S1P2 receptor agonists, primary screen, cell-based | 97,000 tested, 0.46% active | AID 729, 2007 | activation, % at 4.5 µM | S1P2-expressing cell line, agonist reporter read-out | Sphingosine 1-phosphate receptor 2 (Homo sapiens), O95136; in the data active = activation above about 16%;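 also: 0% = vehicle low control and 100% = maximal reference agonist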
HUVEC inhibit: inhibitors of HUVEC proliferation, primary screen, cell-based, 384-well. viability, % at 10 µM (by protocol). 86,000 tested, 1.1% active. AID 648, 2007. CellTiter-Glo luminescence, 72 h; hits give low values;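 active = viability at or below 30%; inactive = viability above 30%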;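 also: 100% = median luminescence of DMSO-only cell control wells on each plate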
PostGolgi yeast: phenotypic screen on post-Golgi transport, primary screen; AID 739, 2007; 98,000 tested, 0.9% active; inhibition, % at 10 µM; post-Golgi transport phenotypic cell assay;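 also: yeast cells grown in 1536-well plates; yeast grown about 18 h at 30C before absorbance read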
* marks the source's active call; other numbers are inactive results; x = no result given. Rule as the data show it, unless noted: active = inhibition above about 30%; inactive = the rest.

SMILES | Lung fibro prol | S1P2 antag | hDAT+cocaine | PostGolgi ctrl | E coli WT exp | H69AR growth 86K | S1P2 ag | HUVEC inhibit | PostGolgi yeast
Cc1cccc(NC(=O)CCN2CCN(C/C=C/c3ccccc3)CC2)c1 | 92 | -6 | -1.8 | 13 | -4 | 71 | -3 | 90 | -4
CC(C)C(c1nnnn1Cc1ccc(F)cc1)N1CCSCC1 (configuration not stated) | 87 | -8 | 0.44 | 3 | 0 | 99 | 0 | 91 | 7
COc1ccc(NC(=O)CSc2nc(N)c(C#N)cc2C#N)cc1 | x | -1 | 0.23 | 7 | -17 | x | -1 | x | 4
CCCSc1nc(-c2ccccc2)cc(C(F)(F)F)c1C#N | x | -13 | 0.022 | 4 | -15 | x | -3 | x | 5
CCOC(=O)CNC(=O)CSc1nnc(Cn2cnc3ccccc32)n1C | 97 | -5 | -0.35 | 8 | 3 | x | -4 | 97 | 1
COc1ccc(C(=O)NC(C)c2nnc(SCC(=O)Nc3nc4ccccc4s3)n2C)cc1 (configuration not stated) | 100 | -11 | 0.86 | 9 | -7 | 70 | -4 | 92 | 8
O=C(c1sc2ccccc2c1Cl)N1CCN(c2ccc(F)cc2)CC1 | x | 10 | -0.39 | 45* | -21 | x | -5 | x | 7
CC(C)NC(=O)c1ccc(C2SCC(=O)N2Cc2ccccc2)cc1 (configuration not stated) | 88 | 0 | 1.6 | x | x | 96 | -3 | 85 | x
O=C1/C(=C\c2cccnc2)CCc2ccccc21 | x | -2 | x | 13 | 5 | x | -10 | x | 3
Cc1cc2n(n1)C(c1sccc1C)Nc1c(C)cccc1-2 (configuration not stated) | 88 | -31 | -0.018 | -4 | 5 | 87 | -2 | 100 | -3
O=C(C1CCCO1)N1CCC(c2nc3ccccc3[nH]2)CC1 (configuration not stated) | 93 | -10 | -0.17 | -1 | 4 | 89 | -5 | 89 | 7
O=C1CC(c2ccco2)CC(O)=C1C=NCC1NCCc2ccccc21 (configuration not stated) | 97 | -1 | -0.23 | 9 | -6 | 96 | -6 | 106 | 4
Cc1cc(C)c2oc(-c3ccc(C)c(NC(=S)NC(=O)/C=C/c4ccco4)c3)nc2c1 | x | 13 | 0.056 | -9 | -14 | x | -7 | x | -30
Cc1c(C(=O)N2CCN(C)CC2)oc2c1C(=O)CC(C)(C)C2 | 99 | 14 | -0.002 | 1 | -2 | 94 | -10 | 95 | -8
Cc1ccc(C(=O)N/C(=C\c2sccc2C)C(=O)NCc2ccco2)cc1 | x | 21 | 0.077 | 0 | -6 | x | -2 | x | -2
O=S(=O)(Nc1ccc(-n2cccc2)cc1)c1ccccc1 | x | 5 | 0.015 | 33* | 3 | x | -6 | x | 4
O=C(Cn1nnc2ccccc2c1=O)Nc1ccc2c(c1)CCC2 | 90 | -9 | -0.72 | 20 | 5 | 82 | -5 | 85 | -3
CCN(CC)CC(=O)NC12CC3CC(CC(C3)C1)C2 | 105 | 1 | 0.26 | 7 | -2 | 84 | 1 | 96 | -5
COc1ccc(-c2[nH]nc(-c3ccccc3)c2-c2nc3ccccc3[nH]2)cc1 | 94 | 3 | -7.4* | 5 | -4 | 87 | -2 | 75 | 2
C=CCNc1ncnc2c1cnn2-c1cccc(C)c1 | 107 | x | 1.4 | 7 | 3 | 74 | x | 95 | 1

The closing 7 compounds of the part above open the next one.
SMILES | Lung fibro prol | S1P2 antag | hDAT+cocaine | PostGolgi ctrl | E coli WT exp | H69AR growth 86K | S1P2 ag | HUVEC inhibit | PostGolgi yeast
Cc1c(C(=O)N2CCN(C)CC2)oc2c1C(=O)CC(C)(C)C2 | 99 | 14 | -0.002 | 1 | -2 | 94 | -10 | 95 | -8
Cc1ccc(C(=O)N/C(=C\c2sccc2C)C(=O)NCc2ccco2)cc1 | x | 21 | 0.077 | 0 | -6 | x | -2 | x | -2
O=S(=O)(Nc1ccc(-n2cccc2)cc1)c1ccccc1 | x | 5 | 0.015 | 33* | 3 | x | -6 | x | 4
O=C(Cn1nnc2ccccc2c1=O)Nc1ccc2c(c1)CCC2 | 90 | -9 | -0.72 | 20 | 5 | 82 | -5 | 85 | -3
CCN(CC)CC(=O)NC12CC3CC(CC(C3)C1)C2 | 105 | 1 | 0.26 | 7 | -2 | 84 | 1 | 96 | -5
COc1ccc(-c2[nH]nc(-c3ccccc3)c2-c2nc3ccccc3[nH]2)cc1 | 94 | 3 | -7.4* | 5 | -4 | 87 | -2 | 75 | 2
C=CCNc1ncnc2c1cnn2-c1cccc(C)c1 | 107 | x | 1.4 | 7 | 3 | 74 | x | 95 | 1
CCOC(=O)C1CCCN(Cc2cc(Br)c(OC)cc2OC)C1 (configuration not stated) | 98 | 20 | 1.2 | -1 | 6 | 82 | -6 | 98 | -1
COCCCNC(=O)c1cc2c(-c3ccc(Cl)cc3)nn(C)c2s1 | 74 | -6 | 0.32 | -5 | -10 | 74 | 1 | 56 | 3
CCOC(=O)CNC(=O)CSc1nnc(SCC(=O)NCC(=O)OCC)s1 | 94 | -9 | -0.038 | 3 | 10 | 100 | -5 | 98 | -1
COc1cccc(S(=O)(=O)Nc2ccc3sc(C)nc3c2)c1 | 99 | -18 | -0.11 | 2 | 10 | 94 | 2 | 108 | -1
CCNC(=O)c1c(O)c2cccc3c2n(c1=O)CC3 | 83 | 13 | -1.9 | 23 | 1 | 43 | -2 | 98 | -6
Cc1cc(C)n(-c2cc(N3CCOCC3)nc(-c3ccccc3)n2)n1 | 85 | -19 | 0.46 | 42* | 1 | 47 | -1 | 88 | 0
Cc1cccc(N2CC(O)=C(c3nc4ccccc4n3C)C2=N)c1 | 109 | 14 | 0.36 | 13 | 8 | 96 | -2 | 106 | 2
O=C1c2ccccc2C(=O)N1CC1=CCS(=O)(=O)C1 | 100 | -2 | -0.024 | 0 | 7 | 99 | -1 | 108 | 0
CC(C)NC(=O)CCCc1ccccc1 | 95 | 5 | -0.53 | -3 | 3 | 88 | -4 | 102 | 0
CCN(CC)CCCNC(=O)c1cc(-c2ccc(O)cc2)on1 | 94 | 37 | -0.016 | -1 | -1 | 91 | -7 | 88 | -7
COc1ccc([C@H]2[C@H](C(=O)C(C)(C)C)N3N=Cc4ccccc4C3[C@]23N=C(c2ccccc2)OC3=O)cc1 (some centres not stated) | 95 | -13 | -2.3 | 1 | -2 | 75 | -6 | 105 | 12
COc1ccc([N+](=O)[O-])cc1NC1C2CC3CC(C2)CC1C3 (configuration not stated) | x | 2 | 0.097 | 2 | -4 | x | -7 | x | 3
CC(C)(C)c1nc2ccccc2c2nnc(SCC(=O)NCc3ccco3)n12 | 93 | 7 | -0.41 | 19 | 12 | 88 | -12 | 97 | -4
O=C(NCc1ccco1)c1c(O)c2cccc3c2n(c1=O)CCC3 | 102 | x | -0.64 | -3 | -8 | 84 | x | 97 | 2
CCCCc1cc(O)c(CCCC)c(O)c1 | 80 | 15 | 0.41 | 42* | 42 | 105 | -2 | 70 | -5
COc1ccccc1NC(=O)c1nnn(CC(=O)Nc2ccccc2)c1N | 100 | -7 | 0.19 | x | x | 68 | -11 | 98 | x
CC(C)OC(=O)CCC(=O)Nc1nc2ccccc2s1 | 97 | 12 | 0.45 | 27 | 8 | 100 | -3 | 94 | -6
CC(=O)Nc1cccc(C(=O)N2CCN(Cc3ccccc3)CC2)c1 | 98 | 9 | -0.83 | -6 | 3 | 98 | -4 | 100 | -3
O=C(Cc1ccccc1)NC(NNc1ccccc1)(C(F)(F)F)C(F)(F)F | 56 | 3 | 0.0047 | x | x | 80 | -3 | 88 | x
OCc1nnc2c3ccccc3c(-c3ccccc3)nn12 | 100 | -13 | -0.59 | -6 | 5 | 66 | -2 | 96 | 10
Nc1[nH]n2c(=O)c3c(nc2c1N=Nc1ccc(Cl)cc1)CCCC3 | x | 16 | -0.026 | 28 | -18 | x | -4 | x | 3
CN(C)c1ccc(C(=O)OCC(=O)NCC2CCCO2)cc1 (configuration not stated) | x | -20 | 0.45 | -5 | 1 | x | 0 | x | 2
CCN(CC)c1ccc(NC(=O)/C=C/c2cc(Br)ccc2OC)cc1 | x | 18 | x | 7 | -22 | x | -6 | x | -4
C#CCOC(=O)CCCC(=O)Nc1ccccc1OC | 101 | x | 0.52 | 3 | 5 | 92 | x | 101 | 5
CCOc1ccc(C(C(=O)NC2CCCCC2)N(C(=O)c2ccco2)c2ccc(-n3cnnn3)c(C)c2)cc1 (configuration not stated) | 90 | -1 | 0.19 | x | x | 102 | -5 | 93 | x
O=C(Nc1ccc2c(c1)OCO2)N1CCN(c2ncccn2)CC1 | 103 | -3 | 1.1 | 8 | 0 | 97 | -8 | 97 | 3
O=c1cc(N2CCCCC2)c(-c2ccccc2)nn1Cc1c(Cl)cccc1Cl | x | -20 | 0.77 | 46* | -14 | x | 0 | x | -4
COc1cc(C(=O)OC(C)CN2CCCC2)cc(OC)c1OC (configuration not stated) | 96 | 7 | -0.51 | 8 | 4 | 97 | -3 | 99 | -7
N=C1C(c2nc3ccccc3s2)=C(O)CN1Cc1ccccc1 | 52 | -12 | -0.25 | x | x | 17* | -7 | 46 | x
CC(NS(=O)(=O)c1ccc(OCC(=O)N2CCOCC2)cc1)c1ccccc1 (configuration not stated) | 99 | 7 | -0.29 | 11 | -12 | 84 | -6 | 87 | -14
Cc1ccc2ccccc2c1Cn1c(-n2ccnc2)nc2c1c(=O)n(C)c(=O)n2C | 98 | 8 | -0.5 | 0 | -5 | 92 | -4 | 90 | -2
COC(=O)c1ccc(CSc2nc3ccc(Cl)cc3[nH]2)o1 | 106 | -16 | -0.019 | 8 | 9 | 89 | 4 | 98 | -1
